Screening results deposited in PubChem by several laboratories.
KCNK3 inh: human KCNK3 channel inhibition, primary screen; O14649; CHO-KCNK3 thallium flux, FluxOR fluorescence; hits give low values; B-score at 10 µM; hit rate 0.84% among 340,000;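 active = B-score under library mean minus 4 SD, starting fluorescence ratio at most library mean plus 5 SD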;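 note: more negative B-score means stronger inhibition of thallium flux through KCNK3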
Target sequence (O14649 whole entry, looked up): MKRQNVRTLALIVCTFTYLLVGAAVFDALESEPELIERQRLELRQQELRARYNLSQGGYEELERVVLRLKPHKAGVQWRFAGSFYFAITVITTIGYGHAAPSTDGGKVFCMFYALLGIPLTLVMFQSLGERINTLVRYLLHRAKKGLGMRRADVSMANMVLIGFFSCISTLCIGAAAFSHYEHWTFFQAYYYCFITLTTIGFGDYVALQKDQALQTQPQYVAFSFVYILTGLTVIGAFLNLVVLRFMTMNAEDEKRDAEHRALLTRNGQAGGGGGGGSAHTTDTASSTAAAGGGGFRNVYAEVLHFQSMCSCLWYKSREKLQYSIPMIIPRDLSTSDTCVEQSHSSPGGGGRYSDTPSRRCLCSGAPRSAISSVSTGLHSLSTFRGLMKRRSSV
ANO1 activ: activators or potentiators of mouse TMEM16A chloride channel; Q8BHY3; HEK293 TMEM16A/YFP-H148Q/I152L, iodide quench fluorescence; hits give low values; B-score at 10 µM; hit rate 0.3% among 340,000;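 active = fluorescence-ratio B-score plate-corrected deviation score at least 3 library SD below zero, with starting fluorescence score within 5 deviations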;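 note: channel opened by trigger with iodide after compound preincubation; score built on the fluorescence ratio of max minus min over baseline; more negative score means more quench and so TMEM16A activation or potentiation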
KCNQ1 act: human KCNQ1 channel potentiation or activation. P51787. CHO-K1 KCNQ1, thallium flux FluxOR fluorescence; hits give high values. B-score at 10 µM. hit rate 0.35% among 310,000. AID 2648;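 active = fluorescence ratio B-score, a plate-corrected score, at least three library SD, with initial intensity B-score within 5 SD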
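Assay system: CHO-K1 cells stably expressing KCNQ1. Medium: assay buffer for compound exposure, DMSO matched across wells. Timing: 37 °C overnight plating, 90-min dark dye load, 20-min compound pretreatment. Signal: kinetic FluxOR fluorescence, 10 s baseline plus 110 s post-stimulus.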
RGS4 inh: inhibitors of human RGS4. AID 463165. HEK293 M3R/RGS4 inducible, Fluo-4 calcium flux; hits give high values; triggered by carbachol at its EC20. B-score at 10 µM. P49798. hit rate 0.45% among 310,000;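 active = B-score, a plate-corrected calcium signal, over three deviations above library mean, with baseline fluorescence within five deviations of library mean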;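 note: RGS4 expression induced by doxycycline in cells with stable M3 receptor; B-score is computed from the integrated fluorescence ratio over baseline after carbachol; higher B-score means a larger calcium signal and so more RGS4 inhibition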
Target sequence (P49798 whole entry, looked up): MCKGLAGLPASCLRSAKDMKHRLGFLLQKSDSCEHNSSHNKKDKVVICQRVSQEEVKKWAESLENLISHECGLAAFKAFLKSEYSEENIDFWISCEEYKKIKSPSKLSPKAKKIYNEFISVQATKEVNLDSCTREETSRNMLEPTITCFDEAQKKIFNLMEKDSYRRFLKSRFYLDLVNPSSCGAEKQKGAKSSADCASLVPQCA
RGS4 act: potentiators or activators of RGS4; hit rate 0.92% among 310,000; B-score at 10 µM; HEK293 M3R/inducible RGS4, carbachol calcium flux Fluo4; hits give low values;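 active = B-score of the integrated calcium signal more than 4 SD below the library mean, with starting fluorescence not abnormally high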;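 note: negative B-score means reduced calcium response which marks RGS4 activation or potentiation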
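Reagent: ECmax carbachol challenge; Test system: M3R-expressing HEK293 line, RGS4 induced by doxycycline; Schedule: overnight RGS4 induction, 30 min dye load 37 °C, 20 min compound RT; Detection: calcium dye Fluo4 fluorescence; Read-out: Agonist-evoked peak-minus-minimum fluorescence over baseline, integrated ratio, B score.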
HDAC3 inhib: inhibitors of human histone deacetylase 3 | O15379 | recombinant HDAC3, fluorogenic peptide/trypsin coupled, fluorescence | AID 2718 | inhibition, % at 8.3 µM | hit rate 0.15% among 320,000; in the data active = inhibition above about 26%, passing the limit was not always enough
SKKanGAS inh: blocks kanamycin growth of S. pyogenes SKKanGAS strain; BacTiter-Glo, 6 h; inhibition, % at 7.5 µM; hit rate 1.3% among 300,000; AID 1662;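 active = mean replicate score, as percent of positive control median, at least 50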;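 note: strain carries kanamycin resistance gene driven by streptokinase promoter and grows in 40 µg/ml kanamycin; loss of luminescence reflects streptokinase promoter inhibition or plain growth inhibition; 0% = median of DMSO wells and 100% = positive control at its reference dose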
hERG rescue: hERG (human) protection from proarrhythmic block | hit rate 0.51% among 310,000 | CHO-hERG, FluxOR thallium flux, dofetilide IC70 present | Q12809 | AID 1511 | activation (rescue from dofetilide block), less the hit threshold, % at 10 µM;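 active = activation above the mean of controls blocked by dofetilide plus 5 SD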;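 note: thallium influx through hERG after potassium depolarization seen as dye fluorescence rise; in these data hits start at about 4.7%; inactives centre near -7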
TMEM16A inh: mouse TMEM16A channel inhibition, primary screen; Q8BHY3; HEK293 TMEM16A/YFP iodide influx fluorescence, ionomycin; normalized B-score (activity score, 25-100; higher = stronger inhibition) at 10 µM; hit rate 1.2% among 310,000; AID 588511;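 active = ratio plate-corrected score three or more library SD toward inhibition, starting fluorescence score within five deviations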;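 note: score derived from kinetic fluorescence span divided by baseline fluorescence per well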
KCNK9 block: blocks the human KCNK9 two-pore domain potassium channel | Q9NPC2 | B-score at 10 µM | HEK293 KCNK9, FluxOR thallium flux fluorescence; hits give low values | hit rate 1.2% among 310,000;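 active = ratio B-score over 3 SD below the library mean, with starting fluorescence within 5 SD of its mean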;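 note: negative B-score means less thallium flux so channel inhibition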
Target sequence (Q9NPC2 whole entry, looked up, the tested form may be a part): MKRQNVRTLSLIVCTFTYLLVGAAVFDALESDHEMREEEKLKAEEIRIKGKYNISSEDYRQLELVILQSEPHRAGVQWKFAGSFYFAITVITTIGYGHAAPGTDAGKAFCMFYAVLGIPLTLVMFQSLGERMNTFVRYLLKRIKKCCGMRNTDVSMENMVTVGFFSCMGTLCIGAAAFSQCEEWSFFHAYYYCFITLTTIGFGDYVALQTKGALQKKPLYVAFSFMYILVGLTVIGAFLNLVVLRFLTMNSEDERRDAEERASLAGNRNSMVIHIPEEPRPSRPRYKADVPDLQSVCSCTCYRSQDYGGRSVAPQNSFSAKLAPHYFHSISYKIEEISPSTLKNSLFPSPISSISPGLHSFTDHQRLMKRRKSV
KCNQ1 block: human KCNQ1 channel inhibition. CHO-K1 KCNQ1, FluxOR thallium flux fluorescence; hits give high values. AID 2642. B-score at 10 µM. hit rate 1.3% among 310,000. P51787;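 active = compounds whose thallium flux B-score, printed positive for inhibition, exceeds three library SD while starting fluorescence stays within three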;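 note: channel opened by potassium depolarization with thallium stimulus after 20 min compound exposure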
* = called active by the depositor.

O=C(c1cccc(-n2cccc2)c1)N1CCN(S(=O)(=O)c2ccccc2)CC1 was read as KCNK3 inh inactive, ANO1 activ inactive, KCNQ1 act inactive, RGS4 inh inactive, RGS4 act inactive, HDAC3 inhib -2, SKKanGAS inh 2, hERG rescue -15, TMEM16A inh inactive, KCNK9 block inactive and KCNQ1 block inactive.
CC(C)N(C)CCOC(=O)C1COc2ccccc2O1 (stereo not drawn) was read as KCNK3 inh inactive, ANO1 activ inactive, KCNQ1 act inactive, RGS4 inh inactive, RGS4 act inactive, HDAC3 inhib 3, SKKanGAS inh -9, hERG rescue -12, TMEM16A inh inactive, KCNK9 block inactive and KCNQ1 block inactive.
CC(O)(CS(=O)(=O)Cc1ccccc1)c1ccccc1 (stereo not drawn) was read as KCNK3 inh inactive, ANO1 activ inactive, KCNQ1 act inactive, RGS4 inh inactive, RGS4 act inactive, HDAC3 inhib 5, SKKanGAS inh 4, hERG rescue -1, TMEM16A inh inactive, KCNK9 block inactive and KCNQ1 block inactive.
Screening O=c1cc(O)nc(SCc2ccccc2)n1-c1ccc(Cl)cc1 returned KCNK3 inh inactive, ANO1 activ inactive, KCNQ1 act inactive, RGS4 inh inactive, RGS4 act inactive, HDAC3 inhib -2, SKKanGAS inh 45, hERG rescue -9, TMEM16A inh inactive, KCNK9 block inactive and KCNQ1 block inactive.
CC(C(=O)Nc1ccc(O)c(C(=O)O)c1)N1C(=O)/C(=C/c2cccs2)SC1=S (stereo not drawn) was read as KCNK3 inh inactive, ANO1 activ inactive, KCNQ1 act inactive, RGS4 inh inactive, RGS4 act inactive, HDAC3 inhib 4, SKKanGAS inh 23, hERG rescue -7, TMEM16A inh inactive, KCNK9 block inactive and KCNQ1 block inactive.
For COc1cccc(NC(=O)c2cc3ccccc3o/c2=N\O)c1 the results were KCNK3 inh -8.7*, ANO1 activ inactive, KCNQ1 act inactive, RGS4 inh inactive, RGS4 act inactive, HDAC3 inhib -2, SKKanGAS inh 8, hERG rescue -23, TMEM16A inh inactive, KCNK9 block inactive and KCNQ1 block inactive.
`O=C1COC(c2ccccc2)C2CCCCN12` (stereo not drawn) gave KCNK3 inh inactive, ANO1 activ inactive, KCNQ1 act inactive, RGS4 inh inactive, RGS4 act inactive, HDAC3 inhib 3, SKKanGAS inh -1, hERG rescue -4, TMEM16A inh inactive, KCNK9 block inactive and KCNQ1 block inactive.
For CC(=O)c1c(C)nn(C(=O)N2CCOCC2)c1C the results were KCNK3 inh inactive, ANO1 activ inactive, KCNQ1 act inactive, RGS4 inh inactive, RGS4 act inactive, HDAC3 inhib 1, SKKanGAS inh -4, hERG rescue -6, TMEM16A inh inactive, KCNK9 block inactive and KCNQ1 block inactive.
Screening Cc1ccc(C)c(Cn2nnc3c(=O)[nH]c(C4CCCN(S(=O)(=O)Cc5ccccc5)C4)nc32)c1 (stereo not drawn) returned KCNK3 inh inactive, ANO1 activ inactive, KCNQ1 act inactive, RGS4 inh inactive, RGS4 act inactive, HDAC3 inhib 1, SKKanGAS inh 15, hERG rescue -8, TMEM16A inh inactive, KCNK9 block inactive and KCNQ1 block inactive.
Screening O=c1/c(=C/c2ccccn2)sc2n1CN(c1ccccc1)CN=2 returned KCNK3 inh inactive, ANO1 activ inactive, KCNQ1 act inactive, RGS4 inh inactive, RGS4 act inactive, HDAC3 inhib 1, SKKanGAS inh 9, hERG rescue -4, TMEM16A inh inactive, KCNK9 block inactive and KCNQ1 block inactive.
Screening CC(C)NC(=O)COC(=O)c1ccc(S(=O)(=O)N2CCCC2)cc1 returned KCNK3 inh inactive, ANO1 activ inactive, KCNQ1 act inactive, RGS4 inh inactive, RGS4 act inactive, HDAC3 inhib 8, SKKanGAS inh -13, hERG rescue -10, TMEM16A inh inactive, KCNK9 block inactive and KCNQ1 block inactive.
`O=S(=O)(Nc1cccc(-n2cnnn2)c1)c1cc(Cl)ccc1Cl` gave KCNK3 inh inactive, ANO1 activ inactive, KCNQ1 act inactive, RGS4 inh inactive, RGS4 act inactive, HDAC3 inhib 1, SKKanGAS inh 7, hERG rescue -7, TMEM16A inh inactive, KCNK9 block inactive and KCNQ1 block inactive.
COc1ccc(OC)c(NC(=O)COC(=O)/C=C/c2c(C)nn(C3CCS(=O)(=O)C3)c2Cl)c1 (stereo not drawn) was read as KCNK3 inh inactive, ANO1 activ inactive, KCNQ1 act inactive, RGS4 inh inactive, RGS4 act inactive, HDAC3 inhib -2, SKKanGAS inh 0, hERG rescue -7, TMEM16A inh inactive, KCNK9 block inactive and KCNQ1 block inactive.
For Cc1ccccc1-n1c(=O)cc(NCc2ccc3c(c2)OCO3)[nH]c1=O the results were KCNK3 inh inactive, ANO1 activ inactive, KCNQ1 act inactive, RGS4 inh inactive, RGS4 act inactive, HDAC3 inhib 3, SKKanGAS inh -1, hERG rescue -9, TMEM16A inh inactive, KCNK9 block inactive and KCNQ1 block inactive.
`COc1ccc(/C=C/C(=O)c2cc3c(cc2N)OCO3)cc1` gave KCNK3 inh inactive, ANO1 activ inactive, KCNQ1 act inactive, RGS4 inh inactive, RGS4 act inactive, HDAC3 inhib 12, SKKanGAS inh -12, hERG rescue -23, TMEM16A inh inactive, KCNK9 block inactive and KCNQ1 block inactive.
Screening O=C(c1cccc([N+](=O)[O-])c1)N1CC2C3C=CC(C3)C2C1 (stereo not drawn) returned KCNK3 inh inactive, ANO1 activ inactive, KCNQ1 act inactive, RGS4 inh inactive, RGS4 act inactive, HDAC3 inhib -5, SKKanGAS inh 5, hERG rescue -5, TMEM16A inh inactive, KCNK9 block inactive and KCNQ1 block inactive.
Screening FC(F)Oc1ccc(/C=N/c2c(-c3ccc(OC(F)F)cc3)nc3n2CCS3)cc1 returned KCNK3 inh inactive, KCNQ1 act inactive, RGS4 inh inactive, RGS4 act inactive, HDAC3 inhib 4, SKKanGAS inh 9, hERG rescue -12, TMEM16A inh inactive, KCNK9 block inactive and KCNQ1 block inactive.
Screening COc1ccc2cc3c(N)nn(C(=O)c4ccc(F)cc4)c3nc2c1 returned KCNK3 inh inactive, ANO1 activ inactive, KCNQ1 act inactive, RGS4 inh inactive, RGS4 act inactive, HDAC3 inhib 3, SKKanGAS inh 2, hERG rescue -8, TMEM16A inh inactive, KCNK9 block inactive and KCNQ1 block inactive.
For Cc1nc2sccc2c(=O)n1-c1cccc(Cl)c1 the results were KCNK3 inh inactive, ANO1 activ inactive, KCNQ1 act inactive, RGS4 inh inactive, RGS4 act inactive, HDAC3 inhib -13, SKKanGAS inh -2, hERG rescue -6, TMEM16A inh inactive, KCNK9 block inactive and KCNQ1 block inactive.
COc1ccc(NC2=CC(c3cccc(OC)c3)N(c3ccc(OC)cc3)C2=O)cc1 (stereo not drawn) was read as KCNK3 inh inactive, ANO1 activ inactive, KCNQ1 act inactive, RGS4 inh inactive, RGS4 act inactive, HDAC3 inhib 3, SKKanGAS inh 3, hERG rescue -2, TMEM16A inh inactive, KCNK9 block inactive and KCNQ1 block inactive.
Screening CC(C)Oc1nc(-c2ccccc2O)nc2ccccc12 returned KCNK3 inh inactive, ANO1 activ inactive, KCNQ1 act inactive, RGS4 inh inactive, RGS4 act inactive, HDAC3 inhib 5, SKKanGAS inh -4, hERG rescue -9, TMEM16A inh inactive, KCNK9 block inactive and KCNQ1 block inactive.
Screening COc1cc(/C=N/NC(=O)CC#N)cc(Br)c1O returned KCNK3 inh inactive, ANO1 activ inactive, KCNQ1 act inactive, RGS4 inh inactive, RGS4 act inactive, HDAC3 inhib 0, SKKanGAS inh -12, hERG rescue -3, TMEM16A inh inactive, KCNK9 block inactive and KCNQ1 block inactive.
For COc1ccc(OC)c(N(CC(=O)Nc2ccccc2C(=O)NCc2ccco2)S(C)(=O)=O)c1 the results were KCNK3 inh inactive, ANO1 activ inactive, KCNQ1 act inactive, RGS4 inh inactive, RGS4 act inactive, HDAC3 inhib 1, SKKanGAS inh -6, hERG rescue -12, TMEM16A inh inactive, KCNK9 block inactive and KCNQ1 block inactive.
Screening O=S(=O)(c1ccccc1)c1nc(-c2cccs2)oc1NCCCn1ccnc1 returned KCNK3 inh inactive, ANO1 activ inactive, KCNQ1 act inactive, RGS4 inh inactive, RGS4 act inactive, HDAC3 inhib 3, SKKanGAS inh -5, hERG rescue -19, TMEM16A inh inactive, KCNK9 block inactive and KCNQ1 block inactive.
CCOC(=O)c1c(NC(=O)C2CCCO2)sc(C(=O)OC(C)(C)C)c1C (stereo not drawn) was read as KCNK3 inh inactive, ANO1 activ inactive, KCNQ1 act inactive, RGS4 inh inactive, RGS4 act inactive, HDAC3 inhib 4, SKKanGAS inh 19, hERG rescue -5, TMEM16A inh inactive, KCNK9 block inactive and KCNQ1 block inactive.
Screening Cc1ccc(C(=O)NCCn2ccc3ccccc32)cc1[N+](=O)[O-] returned KCNK3 inh inactive, ANO1 activ inactive, KCNQ1 act inactive, RGS4 inh inactive, RGS4 act inactive, HDAC3 inhib -5, SKKanGAS inh -22, hERG rescue -21, TMEM16A inh inactive, KCNK9 block inactive and KCNQ1 block inactive.
For O=C1CCCC(O)=C1N=Nc1cccc(C(=O)O)c1 the results were KCNK3 inh inactive, ANO1 activ inactive, KCNQ1 act inactive, RGS4 inh inactive, RGS4 act inactive, HDAC3 inhib 8, SKKanGAS inh 1, hERG rescue -4, TMEM16A inh inactive, KCNK9 block inactive and KCNQ1 block inactive.
For COc1ccc(N2CCOCC2)c(NC(=O)COc2cccc(C)c2)c1 the results were KCNK3 inh inactive, ANO1 activ inactive, KCNQ1 act inactive, RGS4 inh inactive, RGS4 act inactive, HDAC3 inhib -10, SKKanGAS inh -5, hERG rescue -6, TMEM16A inh inactive, KCNK9 block inactive and KCNQ1 block inactive.
`Cc1cccc(C(=O)OCc2cc(=O)oc3c(C)c(C)ccc23)c1O` gave KCNK3 inh inactive, ANO1 activ inactive, KCNQ1 act inactive, RGS4 inh inactive, RGS4 act inactive, HDAC3 inhib 3, SKKanGAS inh -3, hERG rescue -3, TMEM16A inh inactive, KCNK9 block inactive and KCNQ1 block inactive.
Screening NNC(=O)CNC(c1ccccc1)c1cc(Br)ccc1NC(=O)c1ccc(Br)cc1 (stereo not drawn) returned KCNK3 inh inactive, ANO1 activ inactive, KCNQ1 act inactive, RGS4 inh inactive, RGS4 act inactive, HDAC3 inhib 2, SKKanGAS inh 17, hERG rescue -12, TMEM16A inh inactive, KCNK9 block inactive and KCNQ1 block inactive.
